From PubChem BioAssay
H9c2 TAG inh: inhibitors of triacylglycerol accumulation, primary screen, cell-based, uHTS, fluorescence, H9c2 | H9c2 cells, Nile Red lipid (TAG) fluorescence; cells loaded with 200 µM oleic acid | inhibition, % at 12.5 µM | hit rate 0.66% among 230,000 | AID 651582, 2012;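 active = pattern-corrected inhibition of lipid staining of at least 50% with the nuclear-stain viability signal not falling by more than 50%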;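 note: 0% = DMSO wells and 100% = triacsin C control wells; some results filed as inactive read as strong as hits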
H9c2 TAG inh DAPI viability: second read-out of H9c2 TAG inh, no call of its own (marks repeat the call); DAPI nuclei signal change (viability), lower = more cytotoxic, %;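 whole-well DAPI fluorescence read on a plate reader as a viability signal; minus 50 percent equals half of cells still viable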
Active calls of the source: *; i = inactive.

No.	smiles	H9c2 TAG inh	H9c2 TAG inh DAPI viability
1	CC(=O)NC12CC3CC(C1)CC(C(=O)Nc1nc4ccc(F)cc4s1)(C3)C2	4	0
2	CCOc1cc(CN2CCC(CO)(Cc3cccc(C(F)(F)F)c3)CC2)ccc1OC	11	16
3	CCOC(=O)n1cnc2nc(N)nc(SC)c21	-18	3
4	Cc1c(C(=O)OC(C)C)nnn1-c1nonc1N	-8	-1
5	CC(C)(C)C(=O)CC1(O)C(=O)N(Cc2ccc(Cl)cc2)c2ccccc21 (configuration not stated)	2	-5
6	OCC1(CCOc2ccccc2)CCN(CC2=Cc3cc(Cl)ccc3OC2)CC1	0	22
7	CN(C(=O)COC(=O)c1cc2ccccc2cc1O)c1c(N)n(Cc2ccccc2)c(=O)[nH]c1=O	7	-1
8	O=C(NC1CC1)c1cc(Cl)ccc1[N+](=O)[O-]	22	-20
9	CCOC(=O)C1(C)CCCN(C(=O)c2ccc(C)c(F)c2)C1 (configuration not stated)	-9	9
10	O=C(NCCn1c(C(F)(F)F)nc2cc(C(F)(F)F)ccc21)[C@H]1CCCN1c1nc(CN2CCCCC2)cs1	6	-10
11	O=C(CSc1nc2cc3c(cc2c(=O)n1CCC1=CCCCC1)OCO3)NCc1ccco1	10	5
12	COc1ccccc1NC(=O)c1ccc(S(=O)(=O)N2CCCC2)cc1	4	8
13	Cc1ccccc1NCN1C(=O)C2CCC(C)(C1=O)C2(C)C (configuration not stated)	9	2
14	COC(=O)c1c(C)[nH]c(C(C)=O)c1C	9	1
15	CC(C)C(=O)N1CCN(c2ccccc2NC(=O)c2cccc3ccccc23)CC1	-7	-5
16	CCOc1ccc(N2CC(C(=O)Nc3ccc(OC)c(S(=O)(=O)N4CCCCC4)c3)CC2=O)cc1 (configuration not stated)	5	7
17	COc1ccc(OCCOC(=O)C(C)NS(=O)(=O)c2ccc(NC(C)=O)cc2)cc1 (configuration not stated)	-21	1
18	NNS(=O)(=O)c1ccc(N2CCCC2=O)c([N+](=O)[O-])c1	-3	-4
19	CCOC(=O)CCC(NC(=O)CC(=O)NC(CCC(=O)OCC)C(=O)OCC)C(=O)OCC (configuration not stated)	-20	6
20	CCOc1ccc(CCNC(=O)CCNS(=O)(=O)c2ccc(Br)cc2)cc1OCC	19	1
21	N#Cc1ccccc1CSc1nnc(Cc2ccccc2)o1	-12	10
22	CN(CC(=O)Nc1ccccc1Cl)C(=O)c1ccccc1Sc1ccccc1C#N	-10	-4
23	COc1cccc(/C=C2/SC(=S)N(CC(=O)Nc3nnc(C)s3)C2=O)c1	6	0
24	Cc1ccccc1C(=O)N1CCC(C(=O)Nc2ccccc2Cl)CC1	0	0
25	O=C(Cn1cnc2c(OCc3ccccc3)ncnc21)N[C@H](CO)Cc1cc2ccccc2[nH]1	4	4
26	NCCC(=O)NCCc1cnc[nH]1	-7	8
27	Clc1ccc(-c2nnc(-c3ccccc3)nc2N2CCSCC2)cc1	1	-1
28	CCOC(=O)c1cc(C(=O)OCC)c2ccccn2c1=O	2	23
29	Cc1ccc(NC(=O)c2cc(-c3cccc(O)c3)on2)cc1C	12	-10
30	CCOC(=O)c1c(NC(=O)Cn2cnc([N+](=O)[O-])n2)sc(C)c1C	20	-15
31	O=C(COC(=O)c1cccnc1Cl)NC(=O)NC1CCCCC1	-5	5
32	Cc1nnc(SCc2nc3ccccc3s2)n1N	-7	-4
33	CC1CCN(C(=O)C(Cc2ccccc2)NS(=O)(=O)c2ccc3c(c2)oc(=O)n3C)CC1 (configuration not stated)	-8	-9
34	FC(F)(F)c1cccnc1-n1cncn1	5	3
35	CC(C)CNC(=S)NC(=O)c1csc([N+](=O)[O-])c1	6	3
36	CN1CCN(C2CCN(c3ccc(Nc4nnc(Cl)c(Nc5ccccc5S(C)(=O)=O)n4)c(OC(CF)CF)c3)CC2)CC1	15	-4
37	Nc1cc(=O)[nH]c(SCC(=O)NC2CCCc3ccccc32)n1 (configuration not stated)	2	5
38	O=C(Cn1cnc2c(nnn2-c2ccccc2)c1=O)NCCc1ccccc1	-4	-2
39	N/C(=N\c1nc2ccccc2o1)NC(=O)c1cccc(Br)c1	20	-5
40	COC(=O)c1ccc(SCc2ccccc2)nc1	-6	1
41	COc1ccc(OC)c(C2=NNC(=NCc3ccc4c(c3)OCO4)SC2)c1	-13	-5
42	CCCNC(=O)C1(C)CCN(Cc2cc(C)n(C)n2)C1 (configuration not stated)	1	-4
43	Cc1ccc(NC(=O)COC(=O)Cn2cnc3c2c(=O)n(C)c(=O)n3C)cc1	-6	7
44	Clc1ccc(-c2ccc(SCc3ccccn3)nn2)cc1	-26	17
45	CCC(=O)NCCCc1nc2ccccc2n1Cc1ccccc1F	6	-4
46	CCOc1ccc(C(=S)N2CCOCC2)cc1OC	-6	9
47	O=C(CNC(=O)c1cccc(S(=O)(=O)N2CCc3ccccc32)c1)Nc1ccccc1Br	0	11
48	Cc1sc2ncnc(NCCCO)c2c1C	4	0
49	O=C1CC(C(F)(F)C(F)(F)C(F)(F)F)=Nc2ccccc2N1	6	-3
50	Cc1ccc(-n2nc(C)c3c(C)c(CCC(=O)NCc4ccco4)c(C)nc32)cc1	40	-10

Full records, looked up by structure:
O=C(Cn1cnc2c(OCc3ccccc3)ncnc21)N[C@H](CO)Cc1cc2ccccc2[nH]1 is listed as H9c2 TAG inh = 4; H9c2 TAG inh DAPI viability = 4
CCOc1ccc(C(=S)N2CCOCC2)cc1OC is listed as H9c2 TAG inh = -6; H9c2 TAG inh DAPI viability = 9

Part of the list above in order of heavy-atom count, low to high:
No.	smiles	H9c2 TAG inh	H9c2 TAG inh DAPI viability
40	COC(=O)c1ccc(SCc2ccccc2)nc1	-6	1
28	CCOC(=O)c1cc(C(=O)OCC)c2ccccn2c1=O	2	23
45	CCC(=O)NCCCc1nc2ccccc2n1Cc1ccccc1F	6	-4
33	CC1CCN(C(=O)C(Cc2ccccc2)NS(=O)(=O)c2ccc3c(c2)oc(=O)n3C)CC1 (configuration not stated)	-8	-9
36	CN1CCN(C2CCN(c3ccc(Nc4nnc(Cl)c(Nc5ccccc5S(C)(=O)=O)n4)c(OC(CF)CF)c3)CC2)CC1	15	-4

The results go on.
No.	smiles	H9c2 TAG inh	H9c2 TAG inh DAPI viability
51	CC1(C)N([O-])C(c2ccccc2)=C[N+](=O)C1(C)C	1	9
52	Cn1ccnc1SCC(=O)c1c(N)n(C)c(=O)n(C)c1=O	9	-12
53	O=c1[nH]c2ccccc2cc1-c1noc(-c2cccnc2)n1	9	10
54	Cc1cccc(C)c1OCC1CNC(=O)O1 (configuration not stated)	-10	1
55	Nn1c(SCC(=O)Nc2ccc(F)c(F)c2)nnc1C1CCCCC1	10	0
56	Cc1ccc(S(=O)(=O)NCc2nc3ccccc3[nH]2)cc1	-6	5
57	Cc1ccc(C2(C)NC(=O)N(CC(=O)N3CCN(S(=O)(=O)c4cccs4)CC3)C2=O)cc1 (configuration not stated)	9	-7
58	O=[N+]([O-])c1ccc(C[n+]2cc(-c3ccc(Cl)c(Cl)c3)n3c2CCCCC3)cc1	4	5
59	N/C(=N\OS(=O)(=O)c1ccccc1)c1ccncc1	-9	-1
60	O=S(=O)(Nc1ccccc1N1CCOCC1)c1c(F)cc(F)cc1Br	-9	1
61	Cc1ccc(NC(=O)N(CCCN2CCOCC2)Cc2cccs2)cc1C	7	-10
62	C/C(CC(=O)Nc1cccc(C(F)(F)F)c1)=N\NC(=O)Cc1ccccc1	10	-6
63	O=C(COc1ccc(Cl)cc1)N1CCN(C(=O)c2cccc(F)c2)CC1	-17	0
64	COC(=O)C1(CCSC)NC(c2ccccc2F)C2C(=O)N(c3ccc4c(c3)OCCO4)C(=O)C21 (configuration not stated)	-15	5
65	CCOc1ccccc1NC(=O)COn1nnc2ccc(Cl)cc21	-26	23
66	CC(C)(C)N1NC2(CCCCC2)NC1=S	11	-5
67	COc1ccccc1N1CCN(C(=O)CCNC(=O)c2ccco2)CC1	0	-6
68	O=C(Nc1ccc([N+](=O)[O-])cc1)C1COc2ccccc2O1 (configuration not stated)	5	-1
69	CN(C)CCC(C(=O)c1ccccc1)c1ccncc1 (configuration not stated)	-1	9
70	O=C(NCc1ccc2c(c1)OCO2)C1CCC(CNc2c(N3CCCC3)c(=O)c2=O)CC1 (configuration not stated)	14	1
71	C/C(N)=C(/C#N)C(=O)COC(=O)c1cc(-c2cccc(Br)c2)nc2ccccc12	16	0
72	CN1C(=O)N(CC(=O)N2CCN(c3ncccn3)CC2)C(=O)C12CCCCC2	4	0
73	Cc1ccc(Nc2nc3c(s2)CCC3)c(C)c1	8	3
74	COc1ccc(NC(=O)C(=O)NCC(c2ccco2)N2CCc3ccccc32)cc1 (configuration not stated)	23	-24
75	COc1ccccc1C1C=C(c2ccc(Cl)cc2)Nc2nc(N3C(=O)CCC3=O)nn21 (configuration not stated)	2	13
76	Cc1ccc(NC2Sc3ccccc3NC2=O)cc1Cl (configuration not stated)	4	-2
77	CCc1ccc(C(=O)CN2C(=O)NC3(CCCCCC3)C2=O)cc1	10	-6
78	O=C(CSc1ncnc2sc3c(c12)CCC3)Nc1ccccc1C(=O)O	-7	19
79	O=S(=O)(NCCc1ccccn1)c1cc(Cl)cc(Cl)c1O	-2	3
80	CCOC(=O)c1c(C)[nH]c(C)c1C(=O)CSc1nc(N)cc(N)n1	-18	16
81	CCCNC(=O)CC1C(=O)N(Cc2ccccc2)C(C)c2nc3ccccc3n21 (configuration not stated)	4	-10
82	CCN(CC)C(=O)Cn1cnc2ccccc2c1=O	-21	18
83	Cc1cc2occ(CC(=O)N(C)CC(=O)Nc3cccc(F)c3)c2cc1C	-20	i
84	O=C(C1CCN(C2CC(=O)N(Cc3ccccc3)C2=O)CC1)N1CCCCCC1 (configuration not stated)	-9	-7
85	COC(=O)c1ccc(Cn2c(C)c(C(=O)NCc3cccc([N+](=O)[O-])c3)sc2=O)o1	18	0
86	Cn1c(SCC(=O)NCC2CCCO2)nc2c(c1=O)SCC2 (configuration not stated)	4	1
87	COc1ccccc1CNC(=O)CN(C)CC(=O)Nc1cccc(F)c1	-8	4
88	COC(=O)Oc1c(Br)c(=O)oc2ccccc12	6	9
89	O=C(CCCCCN1C(=O)c2cccc([N+](=O)[O-])c2C1=O)NCCc1ccccc1	9	-11
90	CN(C)Cc1nnnn1-c1ccccc1	18	-23
91	O=C(NC(=S)NC1CCS(=O)(=O)C1)c1ccccc1 (configuration not stated)	14	0
92	O=C(OC(C(=O)Nc1ccc(Cl)c(C(F)(F)F)c1)c1ccccc1)C1=COCCO1 (configuration not stated)	-46	2
93	Cn1nc(C(=O)NC2CCCC2)c2ccccc2c1=O	5	-3
94	Cc1nnc(SCC(=O)c2c(N)n(C3CC3)c(=O)[nH]c2=O)n1C	-2	2
95	Cc1cc(C(=O)COc2ccccc2C(N)=O)c(C)n1CC1CCCO1 (configuration not stated)	-6	-15
96	O=C(NCCOc1ccccc1)C1CCCCC1	-11	-1
97	CCN1CCN(c2cc(C)c3cc(NC(=S)N4CCN(c5ccc(F)cc5)CC4)ccc3n2)CC1	12	4
98	Cc1ccc(S(=O)(=O)N2CCN(CCOc3ccccc3)CC2)cc1	-11	3
99	CCC(NC(=O)c1ccc([N+](=O)[O-])cc1[N+](=O)[O-])c1ccccc1 (configuration not stated)	3	-9
100	Cc1nnc(SCC(=O)NCCN2C(=O)CSC2=O)n1-c1ccccc1	-6	8

Further records
No.	smiles	H9c2 TAG inh	H9c2 TAG inh DAPI viability
101	Cc1cccn2c(=O)c3cc(C(=O)NCCN4CCOCC4)c(=N)n(Cc4cccnc4)c3nc12	5	-1
102	O=c1c2ccccc2oc2nc(-c3ccco3)n(Cc3ccccc3)c(=O)c12	-37	9
103	COc1ccc(CN2CCC(CO)(CCOc3ccccc3)CC2)c(OC)c1C	-1	16
104	COc1ccc(CCNC(=O)CCn2c(=O)c3ccccc3n(CC(=O)NCC3CCCO3)c2=O)cc1OC (configuration not stated)	5	-1
105	O=C(CC1CCCC1)Nc1nnc(C2CC2)s1	2	11
106	Cc1ccc(S(=O)(=O)n2[nH]c(=O)cc2N)cc1	1	-2
107	O=C(NCC1COc2ccccc2O1)C1CCC(CNc2c(N3CCCCC3)c(=O)c2=O)CC1 (configuration not stated)	18	-2
108	CC1CCN(C(=O)Cn2nnc(-c3cccs3)n2)CC1	3	-2
109	CCOc1ncccc1C(=O)NCC(c1ccco1)N1CCCCC1 (configuration not stated)	-27	7
110	O=C(Cn1cnc2ccccc21)N/N=C/c1cccnc1	8	-3
111	COc1ccccc1CCc1nnc(CCC(=O)NC(C)Cn2nc(C)cc2C)o1 (configuration not stated)	13	0
112	CCn1cc(/C=C(\NC(=O)c2ccccc2)C(=O)NCCCn2ccnc2)c2ccccc21	12	-27
113	Cc1ccc2nc(NC(=O)Cn3cc4c(n3)CCCCC4)sc2c1	-10	-11
114	CC(=O)Nc1ccc(C(=O)OCc2ccc(F)cc2Cl)cc1	2	-3
115	CSc1ncccc1C(=O)Nc1ccccc1N1CCOCC1	-14	-6
116	COc1ccc(C(=O)N2CCCC(CO)(Cc3ccccc3C)C2)o1 (configuration not stated)	5	-4
117	COc1ccccc1N1CCN(C2CCCN(Cc3ccc(Cl)cc3)C2)CC1 (configuration not stated)	5	13
118	C=CCCC(=O)N1C[C@H]2CON(C)[C@H]2C[C@H]1c1cccc(N2CCOCC2)c1	6	-3
119	CCO[C@H]1OC(C(=O)O)=C[C@@H](C)[C@@H]1CCCO	-7	2
120	COc1ccc(NC(=O)COC(=O)c2cccn2C)cc1S(=O)(=O)N1CCCCC1	-37	2
121	Cc1cc(SC(C)C(=O)Nc2ncc(Cl)cc2Cl)nc2ccccc12 (configuration not stated)	-12	3
122	CCC(C)NC(=O)N[C@@H](Cc1ccccc1)C(=O)O (some centres not stated)	1	2
123	O=C(NCCC1CCCCN1S(=O)(=O)c1ccc(F)cc1)C(=O)NCc1cccnc1 (configuration not stated)	5	1

Not all compounds are listed (hit frequency here may not be typical).
